From PubChem
Jurkat viability: reduces viability or proliferation of Jurkat cells | Jurkat E6.1 viability, ATP luminescence, 48 h | inhibition, % at 4 µM | 56,000 tested, 1.2% active;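 active means inhibition above the mean inhibition of all tested compounds plus 3 SD, cut at about 28% in these data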
5HT1E antag: blocks the human 5-HT1E serotonin receptor | P28566 | CHO 5-HT1E Ga15 NFAT-bla reporter, FRET, antagonist | inhibition, % at 6 µM | 65,000 tested, 0.99% active | AID 571;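 active means inhibition above a set limit, the mean inhibition across every tested compound plus 3 SD, cut at about 29% in these data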;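 further: signal is the 460 over 535 nm emission ratio of beta-lactamase substrate; 0% = agonist plus DMSO wells and 100% = wells without agonist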
M1 antagonist: M1 muscarinic receptor (rat) antagonism | CHO-M1 cells, Fluo-4 calcium, ACh EC80 antagonist mode; active compounds read low | 64,000 tested, 3.4% active | B-score at 10 µM | AID 628;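 active means calcium fluorescence response, raw or row-and-column corrected B-score, differing from the plate sample mean either way at a set confidence level, mostly lower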
Target sequence (P08482 whole entry, looked up): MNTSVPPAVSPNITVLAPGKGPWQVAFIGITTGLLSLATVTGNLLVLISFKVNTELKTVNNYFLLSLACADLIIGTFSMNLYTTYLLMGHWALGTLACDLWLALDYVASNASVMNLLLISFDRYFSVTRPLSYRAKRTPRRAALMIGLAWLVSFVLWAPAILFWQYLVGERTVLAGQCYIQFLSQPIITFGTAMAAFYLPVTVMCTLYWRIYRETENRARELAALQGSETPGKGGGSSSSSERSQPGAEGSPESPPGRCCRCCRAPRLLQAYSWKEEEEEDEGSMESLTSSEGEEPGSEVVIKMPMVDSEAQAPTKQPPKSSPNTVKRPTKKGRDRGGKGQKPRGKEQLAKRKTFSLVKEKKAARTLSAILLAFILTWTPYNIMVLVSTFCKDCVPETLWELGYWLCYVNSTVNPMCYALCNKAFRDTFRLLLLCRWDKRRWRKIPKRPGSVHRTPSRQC
HTR1A agonist: 5-HT1a (human) receptor agonism; activation, % at 10 µM; 65,000 tested, 0.56% active; P08908; CHO 5-HT1a Ga15 NFAT-bla reporter, FRET ratio; 0% basal, 100% maximal reference agonist;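 active means activation above the screen-wide mean activation plus 3 SD, cut at about 19% in these data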;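 further: 0% = DMSO wells and 100% = 5-CT at EC100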
HTR1E agonist: activates the human 5-HT1E serotonin receptor; P28566; CHO 5-HT1E Ga15 NFAT-bla reporter, FRET; 0% DMSO wells, 100% control agonist wells; activation, % at 6 µM; 65,000 tested, 0.69% active; AID 574;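 active means activation above a set limit, the screen-wide mean activation plus 3 SD, cut at about 8.5% in these data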;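 further: 100% = positive control agonist at 1 µM giving full maximal response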
S1P3 ag: S1P3 (human) receptor agonism. Q99500. S1P3 NFAT-BLA reporter cells, FRET ratio; relative to 1 µM S1P, basal subtracted. activation, % at 4.5 µM. 60,000 tested, 0.1% active. AID 373;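 active means activation above the screen-wide mean plus 3 SD, cut at about 4.5% in these data, passing the limit was not always enough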; further: some compounds called inactive have numbers as strong as hits
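Material: Human S1P3 NFAT-BLA reporter CHO cells | Incubation: Overnight plating, 4 h compound 37 °C, 2 h substrate RT | Signal: FRET β-lactamase substrate fluorescence, excitation 405 nm, 460/535 nm emission ratio, background-subtracted | Compound: 4.5 µM final, single dose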
S1P1 ag pot: S1P1 (human) agonism or agonism potentiation; P21453; S1P1 CRE-bla cells, forskolin, beta-lactamase FRET, potentiator mode; S1P1 agonist co-added at EC20, 2 nM; 100% = saturating reference agonist, 0% = basal; activation, % at 9.5 µM; 56,000 tested, 0.57% active; AID 449;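 active means activation above a cutoff set at the mean activation of all tested compounds plus 3 SD, cut at about 54% in these data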;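 further: forskolin at 4 µM as EC80 and the EC20 agonist is SEW2871; 100% = SEW2871 at its EC100 plus forskolin at EC80; some compounds past the cut are filed as inactive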
Target sequence (P21453 whole entry, looked up): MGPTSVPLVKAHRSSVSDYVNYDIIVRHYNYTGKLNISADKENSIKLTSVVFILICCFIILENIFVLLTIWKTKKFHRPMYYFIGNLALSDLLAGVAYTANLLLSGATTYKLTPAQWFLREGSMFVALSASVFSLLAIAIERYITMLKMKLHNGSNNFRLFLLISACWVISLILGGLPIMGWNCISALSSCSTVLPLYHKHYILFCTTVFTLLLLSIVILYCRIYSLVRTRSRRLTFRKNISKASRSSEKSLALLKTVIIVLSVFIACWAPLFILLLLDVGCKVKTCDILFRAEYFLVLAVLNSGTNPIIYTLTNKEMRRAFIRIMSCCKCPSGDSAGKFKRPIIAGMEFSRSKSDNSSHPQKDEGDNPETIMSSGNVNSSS
M1 ag: M1 muscarinic receptor agonism. AID 626. B-score at 10 µM. CHO-M1 cells, Fluo-4 calcium fluorescence, agonist mode; active compounds read high. 64,000 tested, 3% active;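 active means fluorescence rise, raw or as B-score row- and column-corrected plate score, outside the 99.7% band of its plate's samples, either direction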
5HT1a antag: antagonists of human 5-HT1a serotonin receptor. P08908. CHO 5-HT1a Ga15 NFAT-bla reporter, antagonist mode. inhibition, % at 10 µM. 62,000 tested, 0.68% active;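 active means inhibition above the mean of all tested compounds plus 3 SD, cut at about 43% in these data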;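 further: receptor stimulated by 5-CT agonist at 100 nM near EC80; beta-lactamase reporter measured by ratiometric fluorescence of a cleavable substrate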
* hit, by the source's call; nt = no result given.

SMILES	Jurkat viability	5HT1E antag	M1 antagonist	HTR1A agonist	HTR1E agonist	S1P3 ag	S1P1 ag pot	M1 ag	5HT1a antag
O=C(CN(C(=O)CNS(=O)(=O)c1ccccc1)c1ccc2c(c1)OCCO2)NCc1ccco1	-6	9	-0.07	-1.3	-0.5	-0.2	15	-0.14	4
CC1(C)Oc2ccc3ccc(=O)oc3c2/C(=C/Nc2ccccn2)C1=O	-2	7	-0.46	1.7	-0.7	-0.4	nt	-0.53	18
CCCOC(=O)c1ccc(NS(=O)(=O)c2cccs2)cc1	9	-7	0.11	-2.8	-0.8	-0.3	12	0.16	1
Cc1ccc2c(c1)N(CC(=O)N1CCCc3ccccc31)C(=O)C(C)O2 (configuration not stated)	8	3	-1.8	-1.8	-0.3	-0.1	8	-0.9	6
Cc1nn2c(=O)c(NC(=O)c3ccc(F)cc3)cnc2s1	-8	5	0.44	1.8	-0.6	0.0	-14	-0.095	-4
C=CCSc1nc(N)c(C#N)c(-c2ccccc2)c1C#N	5	41*	-0.11	-1.1	-1.0	-1.6	-16	1.7	7
O=C(CSc1nnc2scc(-c3ccc(Cl)cc3)n12)NCc1ccco1	2	-1	-0.17	-2.1	0.6	-0.8	nt	-0.22	2
CC(C)C(C(=O)NCC1CCCO1)N(Cc1ccco1)C(=O)CNS(=O)(=O)c1ccccc1 (configuration not stated)	0	4	0.23	-0.2	-0.6	-0.1	10	1.1	-1
CC1CCc2nn(CC(=O)NCc3ccc(F)cc3)cc2C1 (configuration not stated)	4	-5	0.89	-1.1	-0.2	-2.0	-31	0.15	-1
Cc1cc(C)n(C(=O)c2ccc(NC(=O)C3COc4ccccc4O3)cc2)n1 (configuration not stated)	-4	6	-0.14	-1.1	-0.6	-1.1	1	0	5
CCC(=O)Oc1ccc(/C(CC)=C(\CC)c2ccc(OC(=O)CC)cc2)cc1	nt	13	0.085	-1.2	-1.0	0.4	-15	0.25	nt
COc1ccc(CC(=O)Nc2c3c(nn2-c2ccccc2C)CS(=O)C3)cc1 (configuration not stated)	-8	-3	-0.66	0.3	-0.2	0.8	-20	1.3	-6
Nc1nc2ccccc2n1CCOc1ccccc1Cl	-2	7	0.27	-1.3	0.1	-1.5	-8	-0.0096	14
CCCCCOC(=O)Nc1ccc(S(=O)(=O)Nn2cnnc2)cc1	1	-4	1.3	-1.0	0.2	-1.2	0	0.076	-9
Cn1c(=O)c2[nH]c(N3CCOCC3)nc2n(-c2ccccc2)c1=O	-15	-2	0.32	-4.1	0.3	0.1	-7	-0.5	1
CCOC(=O)CC(=O)CSc1nc2c(c(C)c1C#N)CCC2	-5	-6	-1.2	0.5	0.5	-0.4	1	-2.9*	-14
Cc1ccc(OCc2nnc(SCC(=O)CC(=O)Nc3ccccc3)o2)cc1	2	-3	0.033	0.8	0.0	-1.4	0	3.8	10
Cc1cccc2cc(C(c3nnnn3CC3CCCO3)N3CCOCC3)c(=O)[nH]c12 (configuration not stated)	5	1	0.17	-1.7	-0.7	-0.3	11	0.99	3
NC(=O)c1ccccc1N/C=C/C(=O)c1ccco1	8	1	-0.0085	-3.3	0.0	0.0	12	1.1	-6
CC1(c2ccccc2Cl)NC(=O)N(CC(=O)NC(=O)NCc2ccco2)C1=O (configuration not stated)	-2	-18	-0.051	0.2	-0.3	0.8	2	-0.7	2
CCC(=O)N1CCN(c2ccc(Cl)cc2NC(=O)c2ccc(Br)o2)CC1	8	13	0.013	1.2	-0.1	-0.6	1	0.89	27
O=C(Nc1ccccc1)Nc1cccc2cccnc12	-3	7	-0.67	-0.5	0.1	0.1	15	0.18	17
Cc1ccc(C2(C)NC(=O)N(CC(=O)NC(=O)NCCC(C)C)C2=O)cc1 (configuration not stated)	7	-8	0.084	-2.0	0.3	0.1	3	0.002	-5
CCCCC(=O)Nc1ccc(C(N)=O)cc1	2	8	0.18	-3.6	-1.4	-0.9	-9	-0.045	18
N#CN=C(N)c1ccccc1	-2	-6	nt	-1.8	0.1	0.6	-2	nt	-8
COc1ccc(S(=O)(=O)N2Cc3ccccc3CC2C(=O)O)cc1OC (configuration not stated)	-3	-1	-0.81	4.9	-0.7	-0.5	-8	-0.45	8
COC(=O)c1ccc(CN2C(=O)NC3(CCCc4ccccc43)C2=O)o1 (configuration not stated)	0	6	-1	-0.4	-0.6	-0.5	13	-0.43	-4
COC(=O)C1(C)Nc2ccccc2C(=O)N1c1ccccc1C (configuration not stated)	-4	1	-0.25	-2.0	-0.7	-0.6	-19	-0.28	5
COc1cc(OC)c(S(=O)(=O)NCc2ccco2)cc1S(=O)(=O)NCc1ccco1	-6	-13	0.75	-4.7	-0.5	-0.1	-3	-0.33	-11
CCc1nnc(NC(=O)c2c(O)c3cccc4c3n(c2=O)CC4)s1	3	-6	0.74	-2.8	-0.8	-0.9	-15	-0.21	0

Whole records as entered above:
O=C(Nc1ccccc1)Nc1cccc2cccnc12 is listed as Jurkat viability: -3; 5HT1E antag: 7; M1 antagonist: -0.67; HTR1A agonist: -0.5; HTR1E agonist: 0.1; S1P3 ag: 0.1; S1P1 ag pot: 15; M1 ag: 0.18; 5HT1a antag: 17
COC(=O)C1(C)Nc2ccccc2C(=O)N1c1ccccc1C (configuration not stated) is listed as Jurkat viability: -4; 5HT1E antag: 1; M1 antagonist: -0.25; HTR1A agonist: -2.0; HTR1E agonist: -0.7; S1P3 ag: -0.6; S1P1 ag pot: -19; M1 ag: -0.28; 5HT1a antag: 5
N#CN=C(N)c1ccccc1 is listed as Jurkat viability: -2; 5HT1E antag: -6; M1 antagonist: nt; HTR1A agonist: -1.8; HTR1E agonist: 0.1; S1P3 ag: 0.6; S1P1 ag pot: -2; M1 ag: nt; 5HT1a antag: -8

(listing goes on)
SMILES	Jurkat viability	5HT1E antag	M1 antagonist	HTR1A agonist	HTR1E agonist	S1P3 ag	S1P1 ag pot	M1 ag	5HT1a antag
CCCN1C(=O)c2ccc(C(=O)Nc3cc(C)on3)cc2C1=O	-6	1	0.14	-0.3	0.3	-0.6	nt	-0.059	-6
Cn1c(CCC(=O)Nc2ccc(N3CCOCC3)cc2)nc(=O)c2ccccc21	1	-20	1.1	-1.6	0.1	0.0	-1	-0.22	-3
Cc1cc(OCC(=O)NCCN2CCOCC2)ccc1Br	-2	6	0.53	-0.1	0.1	0.0	nt	-0.75	10
Cc1ncoc1C(=O)Nc1ccc(Oc2ccccc2)cc1	1	-2	-1.7	-1.3	-0.2	0.1	29	-2.4	-7
COC(=O)c1cccc(NC(=O)Cn2cnc3c2c(=O)n(C)c(=O)n3C)c1	-3	12	0.57	-0.1	0.6	-1.4	4	0.41	8
Cc1ccccc1NC(=O)CSCCO	-3	-2	-0.94	-0.1	-0.6	-0.3	-19	-2	7
O=C(O)c1cccc(Cn2cccn2)c1	-7	-6	-0.14	-0.5	0.0	1.0	4	0.51	-4
CCOC(=O)c1c(NC(=O)CSc2nnc(-c3ccccc3)n2CC)sc(C(C)=O)c1C	6	0	-1.2*	0.6	0.3	-0.9	-25	0.058	1
Cc1ccc(S(=O)(=O)NCCC(=O)N2CCN(Cc3ccccc3)CC2)cc1	2	8	0.047	-3.1	0.5	-0.8	5	-0.99	5
COc1ccc(S(=O)(=O)N2CCc3ccccc32)cc1C(=O)OCc1c(C)noc1C	6	12	-0.019	-1.8	-0.4	-1.2	-1	0.72	-2
CCOc1ccccc1N/C=C/C(=O)C(C)(C)C	nt	-4	0.31	-0.2	0.6	nt	nt	0.34	3
O=C(Nn1cnnc1)C(Sc1ccccc1)c1ccccc1 (configuration not stated)	-5	6	0.36	-1.3	1.1	0.1	4	1.1	-5
CCCCCCSc1nsc(NC(C)=O)n1	5	10	-0.011	0.1	-1.0	-0.4	-3	-0.2	9
O=C(c1ccc(Cl)cc1Cl)C1(n2cncn2)Oc2ccccc2C1O (configuration not stated)	-3	-4	-1.7	-0.1	0.1	-0.1	-2	-0.35	5
O=C(CCc1nc(-c2ccccc2F)no1)NC1CCCCC1	4	3	0.53	1.1	-0.5	-1.3	-9	-1.6	0
Cc1c(N2C(=O)SC(CC(=O)O)C2=O)c(=O)n(-c2ccccc2)n1C (configuration not stated)	nt	8	0.4	0.2	-0.8	-5.3	1	-0.6	nt
CN1CCn2c1nc(N1CCCCC1)nc2=O	-4	2	0.49	0.2	0.1	0.4	-3	-1.5	-2
CCCOc1ccc(C2C(C#N)=C(N)Oc3nc[nH]c(=O)c32)cc1OC (configuration not stated)	4	0	1.3	-4.8	-0.4	-0.7	-14	0.5	5
COc1ccc2c(CC(=O)OCC(=O)N3CCc4ccccc43)coc2c1	-9	2	1.4	-0.8	-0.1	-0.7	9	0.8	-10
CCOc1ccc(C2CC(c3ccc(CC)cc3)Nc3nc(N)nn32)cc1 (configuration not stated)	-1	-3	-0.03	1.6	1.6	-0.4	-48	0.11	-5
Cc1cc(NC(=O)c2cc(S(=O)(=O)N3CCCCC3)ccc2C)n(-c2ccccn2)n1	8	22	-0.028	1.4	0.1	0.6	-4	0.02	11
O=C(CN(C1CCCCC1)S(=O)(=O)c1ccc(Cl)cc1)NCc1ccncc1	-2	6	0.031	0.6	-0.7	-0.2	-8	1.8	7
COCCCNC(=O)c1ccc(C(=O)NCCCOC)cc1	-7	4	0.46	-4.3	-1.0	-0.6	-13	0.51	-4
Cc1ccc(NC(=O)Cn2nnc(C(=O)Nc3ccc(C)c(C)c3)c2N)cc1	nt	36*	-0.067	-2.2	1.3	nt	nt	1.3	13
COC(=O)c1ccc(Oc2cc(C)nc(SC)n2)cc1	65*	-31	0.15	0.0	0.1	-0.7	nt	0.19	13
CCC(=O)Nc1nnc(-c2ccc(OC)cc2)o1	-1	6	0.13	0.3	0.5	-0.3	-25	0.24	-5
Cc1onc(-c2ccccc2Cl)c1C(=O)Nc1ccc(S(=O)(=O)N2CCCC2)cc1	4	12	-0.072	-0.4	0.4	-1.0	16	-0.072	2
O=C1CCC(=O)N1c1nc2nc(-c3ccccc3)cc(-c3ccccc3)n2n1	nt	-6	-2.4	0.3	0.1	-1.9	-31	0.14	nt
COc1ccc(CCNC(=O)Cn2cnc3c(cnn3C(C)(C)C)c2=O)cc1OC	0	5	1.3	-4.7	0.6	-1.3	-15	0.19	0
Oc1ccc(Br)cc1-c1cc(-c2ccccc2F)[nH]n1	nt	4	-0.75	-1.1	0.9	-4.6	13	-0.26	nt
Cc1ccc(-n2ncc3c(=O)n(CC(=O)NCc4ccco4)cnc32)cc1C	4	0	-0.061	2.0	-0.1	0.1	8	-0.18	-2
O=C(NCCO)c1scc2c1OCCO2	0	1	-0.28	0.3	-0.6	34	-3	-0.22	-4
CC(C)CC1(C)NC(=O)NC1=O (configuration not stated)	9	-3	0.0077	-1.0	-0.4	-1.2	12	0.16	8

With a hit mark in M1 antagonist (from the list above):
structure	5HT1E antag	M1 antagonist	HTR1A agonist	HTR1E agonist	S1P3 ag	S1P1 ag pot	M1 ag	5HT1a antag
CCOC(=O)c1c(NC(=O)CSc2nnc(-c3ccccc3)n2CC)sc(C(C)=O)c1C	0	-1.2*	0.6	0.3	-0.9	-25	0.058	1
